Screens: PubChem BioAssay, several laboratories
HSF-1 act: HSF-1 activators, primary screen, NIH3T3-HGL cells, MG132 stress, luminescence, single point | AID 504408, 2011 | actives 1.7% (n = 300,000) | NIH3T3-HGL HSF-1 luciferase reporter, 8 h; 100% = twice DMSO control signal | activation, % at 9 µM;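 active = mean replicate activation of at least 50% with a set share of replicates each reaching 50%; inconclusive = only one of those two conditions met; inactive = mean below 50% and too few replicates reaching it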;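 note: 0% = median of the neutral control wells and 100% = twice that signal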
HDAC3 inh: HDAC3 deacetylase inhibitors, primary screen, biochemical, fluorescence, cell-free homogeneous; Histone deacetylase 3 (Homo sapiens), O15379; recombinant HDAC3, fluorogenic peptide/trypsin coupled; inhibition, % at 8.3 µM; actives 0.15% (n = 320,000); in the data active = inhibition above about 26%, passing the limit was not always enough; inconclusive = no clear call, values can overlap the other calls
Target sequence (O15379 whole entry, looked up): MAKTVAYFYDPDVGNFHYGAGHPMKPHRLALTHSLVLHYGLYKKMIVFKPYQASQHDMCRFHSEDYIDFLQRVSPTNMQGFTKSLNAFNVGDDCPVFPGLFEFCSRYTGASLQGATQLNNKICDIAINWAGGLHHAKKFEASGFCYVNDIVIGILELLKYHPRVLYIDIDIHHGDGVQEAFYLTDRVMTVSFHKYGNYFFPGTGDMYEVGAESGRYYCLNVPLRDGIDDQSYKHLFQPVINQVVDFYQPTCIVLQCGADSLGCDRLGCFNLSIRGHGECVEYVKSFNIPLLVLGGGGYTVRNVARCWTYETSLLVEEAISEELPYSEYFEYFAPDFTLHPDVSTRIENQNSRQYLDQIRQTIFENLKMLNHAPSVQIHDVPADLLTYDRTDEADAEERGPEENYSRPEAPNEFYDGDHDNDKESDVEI
HSF1 inhib: HSF1 inhibitors in luciferase reporter cells, primary screen, cell-based, NIH3T3, luminescence | NIH3T3-HGL HSE-luciferase, MG132-induced, luminescence 8 h; hits give low values | activity change, negative = inhibition, % at 7.5 µM (by protocol) | actives 0.77% (n = 300,000);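 active = more than half of replicate wells show activity change below -50%, luminescence cut by over half; inconclusive = some wells, but at most half, below -50%; inactive = no replicate well below -50%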;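 note: luciferase reports HSF-1 transcriptional activity via heat shock element; 0% = median of DMSO wells and -100% = zero luminescence signal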
KLF5 inh: KLF5 expression inhibitors, primary screen, DLD-1 cells, luminescence | DLD-1 KLF5 promoter-luciferase reporter | AID 1700, 2009 | actives 0.23% (n = 290,000) | inhibition, % at 5 µM;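 active = inhibition above a per-plate limit of that plate's mean compound inhibition plus 3 SD, cut at about 60% in these data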;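 note: 0% = DMSO wells and 100% = LY294002 at 200 µM; higher means less KLF5 promoter-driven luciferase light; inactives centre near -14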
IEC-6 tox: cytotoxicity in IEC-6 intestinal epithelial cells, primary screen, cytotoxicity control for KLF5 inhibitor project, cell-based, luminescence. inhibition, % at 5 µM. AID 1825, 2009. actives 0.78% (n = 290,000). IEC-6 cytotoxicity, luminescence viability; in the data active = inhibition above about 22%;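 note: 0% = plate median of test compound wells and 100% = cytotoxic reference compound wells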
AI-2 QS modul: Vibrio harveyi AI-2 quorum sensing modulators, primary screen, JMH597 strain, luminescence/OD600 ratio; Vibrio harveyi JMH597 AI-2 luminescence/OD600 ratio, 9 h; hits give low values; strain lacks LuxN and CqsS sensors; 0 = neutral-control median; actives 0.4% (n = 300,000); activity change, % at 7.5 µM; AID 2094, 2009; in the data active = activity change below about -75%, passing the limit was not always enough; inconclusive = no clear call, values can overlap the other calls;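 note: luminescence divided by OD600 gain over 9 h not by final OD600 alone; inactives centre near 13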
aSyn UTR inh: MLPCN primary screen, SNCA 5' untranslated region | alpha-synuclein 5'UTR reporter, inhibitor activity | actives 0.82% (n = 300,000) | inhibition, % (tested at 7.5 µM); in the data active = inhibition above about 60%; inconclusive = no clear call, values can overlap the other calls;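 note: H4 neuroglioblastoma cells stably carrying SNCA 5'UTR luciferase fusion; 0% = DMSO wells and 100% = positive control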
HSP90 inh: HSP90 inhibitors, primary screen, cell lysate, luminescence; Heat shock protein HSP 90 (rabbit reticulocyte lysate; luciferase refolding); Rabbit reticulocyte lysate, luciferase refolding luminescence, 3 h; inhibition, % at 5.6 µM; actives 0.91% (n = 290,000);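 active = inhibition above the screen-wide mean plus 3 SD, computed separately per campaign, cut at about 16% in these data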;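 note: 0% = DMSO wells and 100% = 60 µM geldanamycin wells; inhibitors lower the luminescence because luciferase stays unfolded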
HIF act: HIF pathway transcriptional activators, primary screen, cell-based, U2OS HRE-luciferase, luminescence | U2OS HRE-luciferase reporter; normalized: DMSO 0%, desferrioxamine 100% | activation, % at 7.5 µM (by protocol) | actives 0.32% (n = 300,000);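 active = mean activation of at least 10% of the iron chelator positive control signal, with at least half of replicates also reaching 10%; inconclusive = mean and replicate majority disagree about reaching 10%; inactive = mean and most replicates under 10%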
Platelet DG rel: inhibitors of platelet dense granule secretion, primary screen, cell-based, MLPCN, human platelets. inhibition, %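 (compounds screened at 7.5 µM in platelet-rich plasma)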. AID 1663, 2009. actives 0.22% (n = 300,000). human platelet-rich plasma, SFLLRN dense granule ATP release, luminescence;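 active = mean replicate score, as percent of positive control, at or above 50; inconclusive = mean below 50 but at least one replicate at or above 50; inactive = mean and every replicate below 50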
* hit, by the source's call; ? = inconclusive; / = no result given.

SMILES	HSF-1 act	HDAC3 inh	HSF1 inhib	KLF5 inh	IEC-6 tox	AI-2 QS modul	aSyn UTR inh	HSP90 inh	HIF act	Platelet DG rel
C=CCN(C(=O)c1csnn1)C(C(=O)NC1CCCC1)c1ccc(Cl)cc1 (stereo unspecified)	8	-4	5	-19	2	13	6	0	-0.3	8
CCN(CC)C(=O)CSc1nnc(CNc2ccc(F)cc2)o1	16	1	-1	-12	2	5	11	-5	-0.4	1
O=C(SCC(O)C(O)CS)c1cccs1 (stereo unspecified)	-2	16	7	/	/	25	7	/	0.0	0
CCOc1ccc(-c2nc(N)ncc2-c2ccccc2OC)c(O)c1	-10	1	1	-14	-1	19	-2	1	-3.6	-5
COc1ccc(-c2nc3nc(C)cc(=O)n3[nH]2)cc1	7	-5	-8	-15	0	24	-14	3	-0.3	-11
CCOC(=O)c1c(NC(=O)C2CCCCC2)sc2c1CCN(C(C)C)C2	16	0	-4	-27	3	4	-3	2	-0.4	17
Cc1ccc(S(=O)(=O)N2CCC(C(=O)N3CCC(C(=O)NCc4cccnc4)CC3)CC2)cc1	8	-8	2	4	2	8	3	0	-0.1	-7
O=C(NCCCN1CCOCC1)C1CC(=O)N(CCc2ccccc2)C1 (stereo unspecified)	-8	1	-2	-13	4	13	-8	-1	-0.2	-3
Cc1cnc(NC(=O)c2cccc(S(=O)(=O)N3CC(C)OC(C)C3)c2)s1 (stereo unspecified)	-20	-2	-7	-27	3	10	3	-1	-0.2	1
CC(Sc1nc2ccccc2s1)C(=O)N1CCOCC1 (stereo unspecified)	-2	0	6	-48	0	14	-51	-2	0.6	-1
COc1ccccc1Nc1c([N+](=O)[O-])cc(C)cc1[N+](=O)[O-]	19	?	0	-8	5	30	-3	6	-0.6	-5
Cc1cc2nc(N3C(=O)CNC3=S)sc2cc1C	49	3	20	-185	-5	13	5	3	0.4	-2
CCCN(CC(=O)Nc1ccccc1C)C(=O)C1CCN(C(=O)Nc2ccccc2)CC1	5	5	-1	/	/	6	12	/	1.7	1
CCN(CC)S(=O)(=O)c1cccc(NC(=O)CCNC(=O)NC23CC4CC(CC(C4)C2)C3)c1	-74	/	-66*	/	/	15	-13	/	0.3	5
OC(CN1CCN(c2ccccn2)CC1)Cn1c2ccc(Cl)cc2c2cc(Cl)ccc21 (stereo unspecified)	-20	?	-12	-16	4	27	-10	5	-27	5
Cc1ccc(-n2nc3c(=S)[nH]nc(C)c3c2C)cc1	1	-4	-2	-17	4	8	25	-1	0.0	-24
COC(=O)C1=C(N)Oc2cc(C)[nH]c(=O)c2C1c1cc(OC)c(OC)c(OC)c1 (stereo unspecified)	-7	10	0	-1	6	43	-3	-3	0.0	-3
O=C(Nc1cccc(O)c1)c1ccc(NC(=O)c2cccs2)cc1	40	/	19	-75	-3	14	-68	-1	1.9	-3
COC(=O)c1cc(C#N)c(OC)nc1C	7	2	4	-14	3	17	8	-2	-0.3	-5
CCCN1CCN(CCCNC(=O)C2CCN(c3nnc(-n4cccc4)s3)CC2)CC1	-10	2	-3	15	5	2	-1	0	-0.1	-1

A draw from above in order of formula weight, low to high:
SMILES	HSF-1 act	HDAC3 inh	HSF1 inhib	KLF5 inh	IEC-6 tox	AI-2 QS modul	aSyn UTR inh	HSP90 inh	HIF act	Platelet DG rel
COC(=O)c1cc(C#N)c(OC)nc1C	7	2	4	-14	3	17	8	-2	-0.3	-5
CC(Sc1nc2ccccc2s1)C(=O)N1CCOCC1 (stereo unspecified)	-2	0	6	-48	0	14	-51	-2	0.6	-1
CCCN(CC(=O)Nc1ccccc1C)C(=O)C1CCN(C(=O)Nc2ccccc2)CC1	5	5	-1	/	/	6	12	/	1.7	1

Other records follow:
SMILES	HSF-1 act	HDAC3 inh	HSF1 inhib	KLF5 inh	IEC-6 tox	AI-2 QS modul	aSyn UTR inh	HSP90 inh	HIF act	Platelet DG rel
COc1ccc(CNC(=O)CCC(=O)Nc2nnc(C(F)(F)F)s2)cc1	-8	-9	-6	-27	-2	17	3	-4	-0.3	-27
O=C(O)c1cc2nc(-c3ccc(F)cc3)cc(C(F)(F)F)n2n1	8	-12	-2	-8	-6	41	-5	0	0.2	15
Cc1c(Br)cc(-c2nnco2)cc1Br	1	-2	-9	-22	-1	-11	11	2	-0.4	-2
NC(=O)C1CCCN(Cc2ccc3ccccc3c2)C1 (stereo unspecified)	-21	0	-5	-13	3	44	5	2	-0.1	4
O=C(CBr)N1CCc2ccccc2C(c2ccccc2)C1 (stereo unspecified)	-12	7	-3	-26	-4	3	-20	0	0.2	6
Cc1cc(C)nc(Sc2ncnc3sc4c(c23)CCC4)n1	12	-19	2	-18	0	34	-43	-2	-0.4	-6
O=C(Cn1nc(-c2ccc(Cl)cc2)ccc1=O)NCC1CCCO1 (stereo unspecified)	-64	-11	-57*	-22	2	-2	-35	-4	0.1	-6
CCOC(=O)c1cc2c(=O)n3cccc(C)c3nc2n(CC(C)C)c1=NC(=O)c1ccco1	7	-43	0	-21	2	32	-49	1	-0.1	-2
CNC(=S)N1CCN(c2nc(-c3cccc(OC)c3)cs2)CC1	-4	7	-3	-20	0	13	-9	-2	0.6	-6
Cn1c(CNC(=O)c2ccc3c(c2)OCO3)nnc1SCC(=O)Nc1ccc(F)cc1	4	-4	-4	4	4	/	-3	3	0.4	-1
CCOc1ccc(NC(=O)CCNS(=O)(=O)c2ccc3c(c2)CC(C)N3C(C)=O)cc1 (stereo unspecified)	-2	3	0	-9	-3	21	27	-6	-0.6	8
CCCCCC(=O)Nc1nc(C)c(-c2csc(Nc3cc(Cl)ccc3OC)n2)s1	2	-18	-4	-15	6	10	2	6	-3.1	-4
O=C(c1ccccc1Oc1nnnn1-c1ccccc1)N1CCOCC1	9	3	2	-1	-1	26	-77	0	-0.4	0
Cc1onc(-c2c(F)cccc2Cl)c1C(=O)NCC1COc2ccccc2O1 (stereo unspecified)	14	-1	11	-3	0	7	-2	1	-0.5	?
COc1ccc(N2CCN(C(=O)c3cc(C)on3)CC2)cc1	-4	0	-11	-12	2	-2	-9	6	0.8	0
Cc1ccc(Cn2nnc3c(=O)n(CC(=O)OCc4ccccc4)cnc32)cc1	17	5	-5	7	2	19	15	5	-0.2	8
CCOC(=O)c1[nH]c2ccc(Br)cc2c1NC(=O)CCN1CCC(C(=O)OCC)CC1	-20	-3	-2	-22	-3	6	-6	-9	-1.4	-2
O=C(CCN1N=C(c2ccccc2)CCC1=O)NCCCN1CCOCC1	20	0	5	-32	-1	45	-12	0	-1.1	0
COC(=O)c1sc(-c2ccccc2)cc1NC(=O)c1ccc(F)cc1	-2	8	-4	-9	3	26	-27	-2	-0.4	0
COc1ccc(NC(=S)NCCc2c[nH]c3ccccc23)cc1	7	1	11	-31	-8	13	7	-3	0.8	-1
CCN(CC)S(=O)(=O)c1ccc(N2CCCC2)c(NS(=O)(=O)c2ccc(OC)cc2)c1	18	2	-1	-27	-7	28	19	-6	0.1	-1
COc1ccc(C(CC(=O)Nc2cc(C)ccn2)N2Cc3ccccc3C2=O)cc1 (stereo unspecified)	11	3	4	-26	0	5	-58	2	1.5	-3
COc1cc(C(=O)Nc2nc3ccc4nc(C)sc4c3s2)cc(OC)c1OC	-10	1	-2	-12	-3	15	15	-3	-0.4	-2
C/C(=N/NC(=O)CNC(=O)c1ccccn1)c1cccc([N+](=O)[O-])c1	1	-4	-3	-46	3	23	17	-2	1.2	9
Nc1ccc(OCc2ccccc2)cc1	-4	1	-4	-62	-3	15	-44	0	/	1
CN(C)CCn1c2c(c(SCC(=O)Nc3cccc4ccccc34)nc1=O)CCC2	5	3	-2	/	/	19	-2	/	0.3	12
CCN(CC)c1ccc(C(=O)c2cnc(/N=C/N(C)C)s2)cc1	14	-4	12	-74	-6	20	-64	0	2.2	0
CC(NC(=O)c1cccs1)C(=O)NC1=NCCS1 (stereo unspecified)	-5	-2	-7	-10	2	36	6	-1	/	9
O=C(CSc1nnnn1Cc1ccccc1)NCCc1ccccc1	8	-4	-3	-18	-6	15	-5	-1	-12	1
O=C(CSc1nnc(NC(=O)c2ccc(F)cc2)s1)NC1CCCC1	-6	-3	-10	-73	-2	2	-57	-1	0.3	-6
COc1cc2cc(CN(Cc3cccnc3)C(=O)Nc3ccccc3)c(=O)[nH]c2cc1OC	9	6	3	-16	4	6	12	-2	-0.6	-13
Cc1cccc(C(=O)NCC(=O)OCC(=O)N2CCCCC2)c1	10	8	-8	-40	4	19	-4	-4	-0.1	32
COc1cc(OC)c(OC)cc1CN1CCN(Cc2ccc(C(F)(F)F)cc2)CC1	-9	-1	-9	-25	-2	12	-39	3	2.6	-8
Cc1ccccc1NC(=O)C(=O)Nc1ccccc1C	40	8	33	-84	-3	10	-143	4	5.1	12
CCN(CC(=O)NCc1cccs1)C(=O)c1cc(S(=O)(=O)NCc2ccccc2)ccc1C	18	0	8	/	/	6	8	/	-0.1	0
C[C@@H]1CC=C[C@H]2[C@H]1C(=O)N(Cc1ccccc1)[C@H]2c1ccc2ccccc2c1	-3	-7	10	/	/	-15	1	/	-0.8	8
CCOc1ccccc1C(=O)Nc1cccc(-c2ccc3nncn3n2)c1	-7	-3	2	-26	7	15	-23	-6	-0.4	8
Cn1cccc1C(C(=O)NC1CCCCC1)N(C(=O)Cc1cccs1)c1ccc2c(c1)OCO2 (stereo unspecified)	5	-4	-1	0	-2	14	0	-2	0.3	1
COc1cc(C(=O)NCCC(C)C)c([N+](=O)[O-])cc1OC	-6	0	-2	-27	-4	20	-20	-2	-0.2	-7
Cc1cc(CCCCCCCCc2cc(C)cc(=O)o2)oc(=O)c1	-4	5	-4	-10	-1	19	5	-1	0.1	-7
CC(=O)Nc1cccc(-c2nnc(-c3ccccc3)o2)c1	35	3	6	-107	0	9	-150	0	4.3	5
Cc1ccc(C(=O)C(=S)N2CCOCC2)cc1	0	-2	7	-4	-4	22	16	-4	0.2	9
CC(=O)N1CCN(C(=O)c2ccc(NS(=O)(=O)c3ccc4c(c3)OCCO4)cc2)CC1	2	-3	0	/	/	9	11	/	-0.3	-6
CC(NC(=O)C1CCN(C(=O)[C@@H]2Cc3ccccc3CN2C(=O)OC(C)(C)C)CC1)c1ccccc1 (stereo partly specified)	18	?	-2	-28	7	11	-5	-1	-0.2	6
COc1ccc(C2=NN(CC(=O)NCC(OC)OC)C(=O)CC2)cc1	14	5	1	-24	-3	7	21	-2	-15	11
COc1ccc(S(=O)(=O)N2CCCC(C(=O)NCc3cccnc3)C2)cc1 (stereo unspecified)	-11	2	-4	-14	-5	2	3	0	-0.1	6
COc1cnn(-c2ccc([N+](=O)[O-])cc2)c(=O)c1Cl	16	3	-1	/	/	19	-17	/	0.1	-3
